High-throughput results (PubChem)
TRHR ag: agonists of human TRH receptor. TRHR cells, calcium flux fluo-8, FDSS agonist mode. activation, % at 2 µM. 0.18% of 360,000 active; in the data active = activation above about 30%; note: 0% is about no effect
Target sequence (P34981 whole entry, looked up): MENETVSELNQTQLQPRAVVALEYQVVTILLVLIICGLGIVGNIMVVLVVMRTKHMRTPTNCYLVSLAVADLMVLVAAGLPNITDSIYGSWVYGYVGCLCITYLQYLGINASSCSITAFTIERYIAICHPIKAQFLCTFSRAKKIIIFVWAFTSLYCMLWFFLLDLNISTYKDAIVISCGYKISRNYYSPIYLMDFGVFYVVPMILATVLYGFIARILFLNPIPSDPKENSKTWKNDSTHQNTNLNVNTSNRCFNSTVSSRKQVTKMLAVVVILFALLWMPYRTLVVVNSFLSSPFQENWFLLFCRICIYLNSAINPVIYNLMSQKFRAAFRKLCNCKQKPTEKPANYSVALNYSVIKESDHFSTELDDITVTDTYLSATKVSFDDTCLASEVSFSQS
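Fluo-8-loaded TRHR cells; 10 s baseline, compound added, kinetic Ca2+ fluorescence read 1/s, agonist mode.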
Pin1 inh: blocks the human prolyl isomerase Pin1. Q13526. Potency, µM (series often up to 115 µM), without a hit: at the top dose activity, negative = inhibition, actives largely listed as inhibitors. Pin1 FP peptide displacement, HiFluor488, 10 min. 0.009% of 390,000 active; active = well fitted inhibition curve with a large enough effect in the polarisation, with a control signal flat, not every such curve was filed as active; inconclusive = small, poorly fitted or top-dose-only effect, or effect the other way, or a change in a side signal; inactive = no such curve, though single readings can be large or run the other way; the % refers to the polarisation; note: potency is the fitted concentration of half-maximal effect; % is set by controls: 0 for no effect and ±100 for the full control effect
Target sequence (Q13526 whole entry, looked up): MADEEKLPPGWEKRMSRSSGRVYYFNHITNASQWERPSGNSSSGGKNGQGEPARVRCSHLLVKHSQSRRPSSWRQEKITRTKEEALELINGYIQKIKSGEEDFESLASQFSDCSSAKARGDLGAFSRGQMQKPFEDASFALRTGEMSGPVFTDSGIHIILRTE
D2 antagonist: antagonists of human D2 dopamine receptor; HEK293 TREx D2 cells, calcium flux, dopamine EC80; 2% of 340,000 active; P14416; inhibition, % at 10 µM; AID 485344; in the data active = inhibition above about 30%; note: 0% is about no effect
Target sequence (P14416 whole entry, looked up): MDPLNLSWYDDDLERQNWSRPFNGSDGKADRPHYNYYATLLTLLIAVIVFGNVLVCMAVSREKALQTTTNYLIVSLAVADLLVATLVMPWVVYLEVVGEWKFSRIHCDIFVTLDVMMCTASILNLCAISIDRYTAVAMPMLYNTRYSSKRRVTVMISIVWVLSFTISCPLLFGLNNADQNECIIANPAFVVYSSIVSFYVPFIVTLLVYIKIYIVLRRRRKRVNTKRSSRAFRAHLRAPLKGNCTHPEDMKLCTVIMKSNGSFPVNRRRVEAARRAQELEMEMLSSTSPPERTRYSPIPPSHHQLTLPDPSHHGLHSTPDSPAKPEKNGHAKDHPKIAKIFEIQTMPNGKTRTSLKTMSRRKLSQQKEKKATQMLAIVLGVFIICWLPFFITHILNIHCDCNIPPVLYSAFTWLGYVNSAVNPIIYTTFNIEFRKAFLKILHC
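Dopamine at EC80 is the agonist stimulus; test compounds precede it by 180 s. Calcium flux read kinetically in a force-coupled, inducible HEK293 T-REx D2 cell line.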
USP1 inh: blocks the human USP1/UAF1 deubiquitinase complex | recombinant USP1/UAF1, Ub-Rhodamine cleavage fluorescence | O94782 | 0.23% of 390,000 active | Potency, µM (highest dose often 57.1 µM), for the others: at the top dose activity change, negative = inhibition, usual class: inhibitors | AID 743255; note: potency is the fitted concentration of half-maximal effect; % is set by controls: 0 for no effect and ±100 for the full control effect; nearly all actives have a fitted effect of over 60% in size; inactives centre near -12
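USP1/UAF1 complex at 1 nM was preincubated with compound for 15 min at room temperature, then Ub-Rho substrate (150nM final) was added. Fluorescence (480/540 nm) was read kinetically, 6 reads every 60 seconds.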
TrxR1 inh: inhibitors of rat thioredoxin reductase 1; recombinant rTrxR1, NADPH fluorescence consumption, selenite substrate; Potency, µM (highest dose often 114 µM), without a hit: at the top dose activity change, negative = inhibition, usual class: inhibitors; 1% of 390,000 active; note: potency is the fitted concentration of half-maximal effect; % is set by controls: 0 for no effect and ±100 for the full control effect; nearly all actives have a fitted effect of over 65% in size
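Rat TrxR1 (90 nM in the dispensed reagent) was pre-reduced with 400 uM NADPH for 5 min at room temperature, then incubated with compound for 15 min. After 400 uM selenite was added, NADPH fluorescence (Ex 340/Em 450 nm) was followed for 8 min.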
TrxR1 substrate: is turned over as a substrate by rat TrxR1 | Potency, µM (series often up to 114 µM), for the others: at the highest dose activity change, negative = substrate turnover | purified TrxR1 substrate turnover, NADPH consumption readout | 0.01% of 390,000 active | O89049; note: potency is the fitted concentration of half-maximal effect; % is set by controls: 0 for no effect and ±100 for the full control effect; nearly all actives have a fitted effect of over 50% in size
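Rat TrxR1, dispensed at 90 nM, was prereduced with 400 uM NADPH (final) for 5 min at ~22 deg C, then incubated with compound 15 min before 400 uM selenite. A first-read NADPH fluorescence drop versus no-compound background flagged substrates.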
TRHR enhancer: allosteric enhancers of human TRH receptor | P34981 | 0.66% of 360,000 active | TRHR cells, fluo-8 calcium fluorescence, EC20 TRH enhancement | enhancement, % at 2 µM | AID 493056; in the data active = enhancement above about 30%; note: 0% is about no effect
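TRHR-expressing cells loaded with fluo-8 calcium dye were read kinetically (ex 480/em 530) during compound addition, then stimulated with an EC20 of TRH (10 nM final). Enhancement of the Gq-mediated intracellular calcium response was scored.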
D2 ag: D2 dopamine receptor (human) agonism. HEK293 T-REx D2 cells, calcium flux agonist mode. activation, % at 2 µM. 0.53% of 340,000 active;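 active = activation over 3 SD above normal in the single-dose calcium agonist read, cut at about 30% in these data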; note: 0% is about no effect
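Tetracycline-induced HEK293 Trex cells with D2 receptor force-coupled to calcium signaling, plated overnight at 30 C and loaded with no-wash calcium dye. Calcium flux read kinetically for 180 s after compound addition; responses flag agonists.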
IDH1 R132H inh: human IDH1 R132H inhibition | AID 602179 | Potency, µM (highest dose often 76.6 µM), without a hit: at the highest dose activity change, negative = inhibition, most hits filed as inhibitors | O75874 | IDH1-R132H enzyme, NADPH consumption, diaphorase/resazurin fluorescence | 0.093% of 390,000 active; note: potency is the fitted concentration of half-maximal effect; % is set by controls: 0 for no effect and ±100 for the full control effect; nearly all actives have a fitted effect of over 65% in size
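IDH1-R132H (0.5 ug/mL dispensed) in pH 7.5 Tris buffer was preincubated 30 min with compound, then given a substrate mix of 0.016 mM NADPH and 2 mM alpha-KG for 80 min at room temperature; remaining NADPH was read by diaphorase/resazurin fluorescence.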
Starred values were filed as active, the others as inactive; ? = inconclusive; . = no result given; [ ] = dose if it differs, or a comment. Unless noted, calls come from the whole dose curve; as a rule, active = well fitted inhibition curve with a large enough effect; inconclusive = small, poorly fitted or top-dose-only effect; inactive = no such curve, though single readings can be large or run the other way. An excerpt. The share of hits here may be higher or lower than overall.

SMILES	TRHR ag	Pin1 inh	D2 antagonist	USP1 inh	TrxR1 inh	TrxR1 substrate	TRHR enhancer	D2 ag	IDH1 R132H inh
Cc1noc(C)c1COc1ccc(C(=O)Nc2cccnc2)cc1	0.6	4%	-11	-9%	19%[57.1 µM]	3%[57.1 µM]	1	0.2	5%
COCCCC1CCN(Cc2nc(Cc3ccccc3Cl)no2)CC1	-3.3	-9%	-12	-17%	10%	8%	8	1.1	0%
CC(C)(C)SCCNS(=O)(=O)c1ccc(Cl)cc1	-0.9	0%	-9	-5%	14%[57.1 µM]	-5%	1	-0.8	11%
Oc1ccccc1CN1CCCC(N2CCN(c3cccc(C(F)(F)F)c3)CC2)C1 (configuration not stated)	0.1	6%	-15	-25%	10%	0%	12	-0.4	8%
Cc1ccccc1-n1c(C)cc(/C=N/NC(=O)c2ccc(CN3CCOCC3)cc2)c1C	-0.1	1%	11	-5%	0%[2.29 µM]	6%[2.29 µM]	13	0.8	-1%
O=C(Nc1ccccc1Cl)c1ccn[nH]1	-0.9	-5%	12	-20%	11%	4%	9	0.4	1%
O=S(=O)(O)c1ccc(N=Nc2ccccc2)cc1	1.5	1%	16	-15%	3%	-16%	-2	0.0	-1%
CCn1c(-c2cc(-c3ccc(OC(C)C)cc3)nc3ccccc23)n[nH]c1=S	-0.7	-5%	-9	-11%	30%[activator][57.1 µM]	50%[activator][57.1 µM]	-8	0.6	1%
CC1=NN(c2ccc([N+](=O)[O-])cc2)C(=O)C1	.	-1%	.	-5%	20%[57.1 µM]	6%[57.1 µM]	.	.	8%
C[C@H](C(=O)O)c1cccc(C(=O)c2ccccc2)c1	-0.1	0%	-7	-33%	12%	1%	9	-0.3	7%
Cn1cccc1C(=O)OCC(=O)Nc1ccc2c(c1)CCC2	-0.9	-1%	-4	-22%	11%	6%	-7	0.5	4%
CCN(C[C@H]1N[C@@](CC)(C(=O)OC)[C@H]2C(=O)N(Cc3ccccc3)C(=O)[C@@H]12)C(C)=O	.	0%	.	-1%	9%	-2%	.	.	-1%[38.3 µM]
CCOC(=O)c1cc2occc2n1CC(=O)N1CCN(C(=O)c2ccco2)CC1	0.2	0%	-27	-11%	-2%	6%	-1	-0.4	-5%
CC(C)(CCc1ccccn1)C(=O)CCCc1ccccn1	.	0%	.	-12%	10%	2%	.	.	-2%
CC(=O)Nc1c(O)c2cccc3c2n(c1=O)CCC3	.	1%	.	-2%	15%[57.1 µM]	8%	.	.	5%
Cc1ccccc1C(=O)Nc1ccnn1C1CCN(C(=O)c2ccoc2)CC1	0.4	-3%	5	-19%	6%	1%	1	-0.1	3%
CC(C)CCNC(=O)Cn1c(-c2cccs2)cc2cc(F)ccc21	-0.2	1%	.	?	15%	38%[activator]	-1	-1.6	15%
C=CCn1cc(C(=O)NCCOC)c(=O)c2cc(S(=O)(=O)N(CC)CC)ccc21	0.5	-2%	2	-4%	2%	-7%	0	0.8	3%
CCCn1c(N2CCN(C(=O)Nc3ccccc3)CC2)nc2ccccc21	-0.5	-2%	11	-16%	2%[57.1 µM]	4%[57.1 µM]	5	-0.7	4%
O=C(OCC(=O)N1CCCCCC1)c1cccc(Cl)c1	0.8	0%	-9	-21%	25%	5%	1	-0.4	-2%
CC(=O)N1CCN(S(=O)(=O)c2cccc(C(=O)NC3CCC(C)CC3)c2)CC1 (configuration not stated)	-0.3	2%	-10	-11%	37%[activator][57.1 µM]	14%[57.1 µM]	5	1.9	2%
O=C(NNC(=O)c1ccc2ccccc2c1O)Nc1ccc(F)cc1	-0.1	26%	-9	-22%	31%	41%[activator]	-10	-0.2	-3%
CCSc1nc(O)c(C2OC(=O)c3c2ccc(OC)c3OC)c(=O)n1CC (configuration not stated)	-0.4	-14%	5	-2%	17%	-3%[57.1 µM]	-11	-1.1	4%
Cc1ccccc1C(=O)NCCNc1ccc([N+](=O)[O-])cc1	-0.4	-4%	33*	-18%	-4%	-9%	-1	-0.2	-6%
CCOc1cccc(-c2nnc3sc(-c4ccc(C)cc4)nn23)c1	0.2	.	-17	.	.	.	2	-0.4	.

Ordered by number of heavy atoms (ascending): three of the compounds above.
SMILES	TRHR ag	Pin1 inh	D2 antagonist	USP1 inh	TrxR1 inh	TrxR1 substrate	TRHR enhancer	D2 ag	IDH1 R132H inh
CC1=NN(c2ccc([N+](=O)[O-])cc2)C(=O)C1	.	-1%	.	-5%	20%[57.1 µM]	6%[57.1 µM]	.	.	8%
CC(=O)Nc1c(O)c2cccc3c2n(c1=O)CCC3	.	1%	.	-2%	15%[57.1 µM]	8%	.	.	5%
COCCCC1CCN(Cc2nc(Cc3ccccc3Cl)no2)CC1	-3.3	-9%	-12	-17%	10%	8%	8	1.1	0%

Going on with the list:
SMILES	TRHR ag	Pin1 inh	D2 antagonist	USP1 inh	TrxR1 inh	TrxR1 substrate	TRHR enhancer	D2 ag	IDH1 R132H inh
Fc1ccc(-c2nnc3ccc(N4CCc5ccccc5C4)nn23)cc1	-0.2	7%	28	-31%	6%	11%	9	-1.4	-3%
COc1ccccc1NC(CC(=O)c1ccccc1)C(=O)OCC(=O)c1ccc(C)c(C)c1 (configuration not stated)	-0.1	9%	-4	-8%	45µM*	-8%	6	0.3	7%
Cc1ccc(CCNc2ncnc3onc(C)c23)cc1	-0.9	1%	.	?	7%	2%	-9	0.6	0%
NC(=O)c1c(NC(=O)C2CC=CCC2C(=O)O)sc2c1CCCCC2 (configuration not stated)	-0.3	?	1	-19%	1%	6%	2	0.6	7%
Cc1nn(Cc2c(Cl)cccc2Cl)c(C)c1NC(=O)/C=C/c1cnn(C)c1C	-0.9	-1%	-27	-9%	11%	4%	6	0.3	8%
CCC1(CC)C(=O)NC(=O)NC1=Nc1ccccc1	0.3	0%	1	-3%	-18%	-8%	-2	-0.2	-2%
O=C(CNC(=S)N(Cc1ccccc1)Cc1cccnc1)NCCN1CCOCC1	0.4	-2%	16	6%	4%	-2%[57.1 µM]	-2	0.1	6%
CCCC1N=C2c3ccccc3N=C(SCC(=O)NCCc3ccc(Cl)cc3)N2C1=O (configuration not stated)	-0.7	-11%	.	?	10%[57.1 µM]	7%[57.1 µM]	-5	-2.2	-15%
COc1ccc(/C=C\c2nc(=O)c3ccccc3o2)cc1	-0.8	-6%	-13	-11%	1%	-9%	-3	-1.4	2%
O=C(COC(=O)Cn1[nH]c(=O)c2ccccc2c1=O)Nc1c(Cl)cccc1C(F)(F)F	-0.2	?	.	-6%	7%	0%	15	.	1%
O=C(Cn1cnc2c(cnn2-c2ccc(Cl)cc2)c1=O)NCCc1ccccc1	-0.9	-1%	-2	-16%	21%	10%	8	-1.0	8%
CCOC(=O)c1c(S(=O)(=O)N2CCC(C(=O)Nc3ccc(C)cc3C)CC2)c(C)n(C)c1C	-0.4	1%	.	-17%	1%[57.1 µM]	-3%[57.1 µM]	3	.	-19%
C1CCN(CC2CCCCN2)CC1 (configuration not stated)	.	-2%	.	-18%	16%	7%	.	.	2%
COc1cccc(CNc2ccc([N+](=O)[O-])c(NCC(=O)O)n2)c1	0.5	0%	18	-10%	19%[57.1 µM]	3%[57.1 µM]	2	3.5	25%
O=C(CCCc1c[nH]c2ccccc12)N1CCOCC1	0.4	-1%	4	-1%	18%	11%	6	0.2	6%
COc1ccc(-c2nc(CCNC(=O)c3ccco3)cs2)cc1OC	-0.9	-10%	6	3%	3%[57.1 µM]	24%[57.1 µM]	6	-1.5	0%
CC1C[N+](=C2C=C(N3CCOCC3)CC(C)(C)C2)CC(C)O1 (configuration not stated)	0.3	0%	15	-18%	-27%	-19%	6	0.5	12%
Cc1ccc(NC(=O)CSC2=NCCN2)cc1	-0.2	?	-11	-20%	-1%	-2%	-2	1.5	3%
CC(=O)c1ccc(NS(=O)(=O)c2ccc(N/C=C/C(=O)c3ccc(F)cc3)cc2)cc1	-1.0	23%	-7	-13%	17%[57.1 µM]	-3%[57.1 µM]	-2	-0.2	-1%
O=C(NCc1ccccc1Cl)c1ccc2c(c1)NC(=O)C(CS(=O)(=O)Cc1ccc(Cl)cc1)N2 (configuration not stated)	0.7	?	.	61%[activator]	2%[57.1 µM]	-7%[57.1 µM]	-3	.	11%
CCN(CC)c1ccc(NC(=O)COc2ccccc2C#N)cc1S(=O)(=O)Nc1ccc(OC)cc1	0.7	10%	7	-14%	5%	-8%	-1	0.4	0%
Clc1ccc(-c2noc(CN3CCCC3)n2)cc1	0.0	2%	-17	-14%	8%[57.1 µM]	-8%	-1	0.2	0%
C(=NOCCc1ccccc1)c1cccnc1	.	-1%	.	-2%	17%	7%[57.1 µM]	.	.	16%

Among those listed so far, 3 contain a nitro group on carbon.
SMILES	TRHR ag	Pin1 inh	D2 antagonist	USP1 inh	TrxR1 inh	TrxR1 substrate	TRHR enhancer	D2 ag	IDH1 R132H inh
CC1=NN(c2ccc([N+](=O)[O-])cc2)C(=O)C1	.	-1%	.	-5%	20%[57.1 µM]	6%[57.1 µM]	.	.	8%
Cc1ccccc1C(=O)NCCNc1ccc([N+](=O)[O-])cc1	-0.4	-4%	33*	-18%	-4%	-9%	-1	-0.2	-6%
COc1cccc(CNc2ccc([N+](=O)[O-])c(NCC(=O)O)n2)c1	0.5	0%	18	-10%	19%[57.1 µM]	3%[57.1 µM]	2	3.5	25%

Part of the list above with just D2 antagonist and D2 ag.
Molecule | D2 antagonist | D2 ag
CCN(CC)c1ccc(NC(=O)COc2ccccc2C#N)cc1S(=O)(=O)Nc1ccc(OC)cc1 | 7 | 0.4
NC(=O)c1c(NC(=O)C2CC=CCC2C(=O)O)sc2c1CCCCC2 (configuration not stated) | 1 | 0.6
COc1cccc(CNc2ccc([N+](=O)[O-])c(NCC(=O)O)n2)c1 | 18 | 3.5
COc1ccc(/C=C\c2nc(=O)c3ccccc3o2)cc1 | -13 | -1.4
Cc1ccc(CCNc2ncnc3onc(C)c23)cc1 | . | 0.6
